TrxR1 inh: qHTS Assay for Inhibitors of Mammalian Selenoprotein Thioredoxin Reductase 1 (TrxR1): qHTS; Thioredoxin reductase 1, cytoplasmic (Rattus norvegicus), O89049; recombinant rTrxR1, NADPH fluorescence consumption, selenite substrate; Potency, µM (top dose mostly 114 µM), for inactives: top-dose activity change, negative = inhibition, usual class: inhibitors; 1% of 390,000 active; also: % is scaled to controls: 0 for no effect and ±100 for the full control effect; nearly all actives have a fitted effect of over 65% in size
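Rat TrxR1 (90 nM in the dispensed reagent) was pre-reduced with 400 uM NADPH for 5 min at room temperature, then incubated with compound for 15 min. After 400 uM selenite was added, NADPH fluorescence (Ex 340/Em 450 nm) was followed for 8 min.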
Vif-APOBEC3G blk: qHTS for Inhibitors of Vif-A3G Interactions: qHTS | HeLa A3G-eYFP + Vif (tagged APOBEC3G with the HIV-1 protein that degrades it), YFP fluorescence, overnight | Potency, µM (series often up to 46.1 µM), without a hit: top-dose activity, negative = active, most hits filed as inhibitors | 0.076% of 410,000 active;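 also: % is scaled to controls: 0 for no effect and ±100 for the full control effect; nearly all actives have a fitted effect of over 60% in size; hits raise eYFP signal because A3G escapes Vif-driven loss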
Target sequence (Q9HC16 whole entry, looked up): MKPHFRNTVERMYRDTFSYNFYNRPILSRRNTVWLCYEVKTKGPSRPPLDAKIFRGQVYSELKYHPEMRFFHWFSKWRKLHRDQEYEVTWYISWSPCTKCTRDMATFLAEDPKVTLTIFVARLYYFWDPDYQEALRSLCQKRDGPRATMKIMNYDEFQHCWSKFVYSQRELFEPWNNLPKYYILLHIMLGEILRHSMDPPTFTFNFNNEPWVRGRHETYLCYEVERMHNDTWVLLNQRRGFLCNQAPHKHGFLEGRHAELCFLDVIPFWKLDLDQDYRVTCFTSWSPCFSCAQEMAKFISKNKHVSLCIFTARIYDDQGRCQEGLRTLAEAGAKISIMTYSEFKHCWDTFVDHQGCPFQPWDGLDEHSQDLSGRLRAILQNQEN
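Read-out is eYFP fluorescence (Ex 488/Em 500-530) from Vif-expressing HeLa A3G-eYFP cells; more signal means A3G escaped Vif-mediated degradation. Cells plated overnight, compound pinned in, incubated overnight at 37 deg C.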
TrxR1 substrate: qHTS Assay for Substrates of Mammalian Selenoprotein Thioredoxin Reductase 1 (TrxR1): qHTS. purified TrxR1 substrate turnover, NADPH consumption readout. Potency, µM (doses to about 114 µM), for the others: at the top dose activity change, negative = substrate turnover. 0.01% of 390,000 active. AID 588456, 2011; also: % is scaled to controls: 0 for no effect and ±100 for the full control effect; nearly all actives have a fitted effect of over 50% in size
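Rat TrxR1, dispensed at 90 nM, was prereduced with 400 uM NADPH (final) for 5 min at ~22 deg C, then incubated with compound 15 min before 400 uM selenite. A first-read NADPH fluorescence drop versus no-compound background flagged substrates.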
IDH1 R132H inh: qHTS for Inhibitors of mutant isocitrate dehydrogenase 1 (IDH1): qHTS. Isocitrate dehydrogenase [NADP] cytoplasmic (Homo sapiens), O75874. IDH1-R132H enzyme, NADPH consumption, diaphorase/resazurin fluorescence. Potency, µM (top dose mostly 76.6 µM), for inactives: at the highest dose activity change, negative = inhibition, hits mostly inhibitors. 0.093% of 390,000 active; also: % is scaled to controls: 0 for no effect and ±100 for the full control effect; nearly all actives have a fitted effect of over 65% in size
Target sequence (O75874 whole entry R132H, stated change not applied): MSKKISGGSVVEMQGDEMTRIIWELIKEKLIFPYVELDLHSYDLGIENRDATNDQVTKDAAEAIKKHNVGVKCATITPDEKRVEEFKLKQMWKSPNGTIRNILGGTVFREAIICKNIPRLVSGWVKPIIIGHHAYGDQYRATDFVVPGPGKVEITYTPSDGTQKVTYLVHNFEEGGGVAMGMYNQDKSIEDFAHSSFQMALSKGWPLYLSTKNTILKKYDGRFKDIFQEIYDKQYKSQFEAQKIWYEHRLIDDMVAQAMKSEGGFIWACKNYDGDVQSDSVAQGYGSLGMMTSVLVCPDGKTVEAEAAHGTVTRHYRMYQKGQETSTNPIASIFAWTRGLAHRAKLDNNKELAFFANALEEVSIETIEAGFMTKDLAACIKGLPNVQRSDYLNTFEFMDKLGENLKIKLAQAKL
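IDH1-R132H (0.5 ug/mL dispensed) in pH 7.5 Tris buffer was preincubated 30 min with compound, then given a substrate mix of 0.016 mM NADPH and 2 mM alpha-KG for 80 min at room temperature; remaining NADPH was read by diaphorase/resazurin fluorescence.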
ALOX12 inh: Primary qHTS assay for inhibitors of human arachidonate 12S-lipoxygenase (ALOX12): Round 2; Polyunsaturated fatty acid lipoxygenase ALOX12 (Homo sapiens), P18054; purified 12hLO, xylenol orange hydroperoxide absorbance; Potency, µM (titrated, usually from 108 µM), for the others: top-dose activity change, negative = inhibition, usual class: inhibitors; 1.1% of 580,000 active; AID 1671190, 2021; also: % is scaled to controls: 0 for no effect and ±100 for the full control effect
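Purified human 12hLO at 150 nM in 25 mM Hepes, 0.01% Triton X-100, pH 7.0, preincubated 15 min at room temperature with compound. Reaction started with 40 uM arachidonic acid, 30 min at room temperature. Hydroperoxide measured by Fe-xylenol orange, 573/405 nm absorbance ratio.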
RXFP1 agonist: qHTS Assay for Agonists of the Relaxin Receptor RXFP1. Relaxin receptor 1 (Homo sapiens), Q9HBX9. HEK293T-RXFP1 cAMP TR-FRET, 30 min; response scale: percent of porcine relaxin response, buffer zero. Potency, µM (top dose mostly 57.5 µM), without a hit: at the top dose activation, hits mostly activators. 0.3% of 370,000 active. AID 2676, 2010; also: % is scaled to controls: 0 for no effect and ±100 for the full control effect; nearly all actives have a fitted effect of over 60% in size; many of its hits are not listed in these tables
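cAMP rise read by TR-FRET after 30 min, 37C compound exposure (up to 58 uM) in RXFP1-transfected HEK293 cells with Ro 20174 present. EC50 from Hill-equation fits, with 29 nM porcine relaxin as 100% and buffer as basal.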
USP1 inh: Inhibitors of USP1/UAF1: Primary Screen; recombinant USP1/UAF1, Ub-Rhodamine cleavage fluorescence; Potency, µM (highest dose often 57.1 µM), for the others: top-dose activity change, negative = inhibition, hits mostly inhibitors; 0.23% of 390,000 active; also: % is scaled to controls: 0 for no effect and ±100 for the full control effect; nearly all actives have a fitted effect of over 60% in size; inactives centre near -12
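In this screen, compounds sit with the deubiquitinase complex (1nM) for 15 min at room temperature before Ub-Rho is added at 150nM final. Fluorescence rise is then followed for 6 reads every 60 seconds.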
Vif-A3F inh: qHTS for Inhibitors of Vif-A3F Interactions: qHTS; HeLa A3F-eYFP + Vif (tagged APOBEC3F with the HIV-1 protein that degrades it), YFP fluorescence increase; Potency, µM (highest dose often 46.1 µM), for inactives: top-dose activity, negative = active; 0.2% of 390,000 active; also: % of control where 0% means no effect; nearly all actives have a fitted effect of over 65% in size
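HeLa cells stably expressing Vif plus C-terminally eYFP-tagged A3F were seeded, incubated overnight at 37 deg C, dosed with compound, incubated overnight again at 37 deg C. Yellow fluorescence (Ex 488/Em 500-530) reported blocked Vif-mediated A3F-eYFP degradation.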
RGS4 inhibitor: Inhibitors of Regulator of G Protein Signaling (RGS) 4: qHTS; Transcreener GDP fluorescence polarization, RGS4-accelerated GTP hydrolysis; Potency, µM (highest dose often 114 µM), without a hit: top-dose activity change, negative = inhibition, usual class: inhibitors; 0.039% of 390,000 active; AID 504845, 2011; also: % is scaled to controls: 0 for no effect and ±100 for the full control effect; nearly all actives have a fitted effect of over 75% in size; some results filed as inactive show a strong effect at the top dose
Target sequence (P49798 whole entry, looked up): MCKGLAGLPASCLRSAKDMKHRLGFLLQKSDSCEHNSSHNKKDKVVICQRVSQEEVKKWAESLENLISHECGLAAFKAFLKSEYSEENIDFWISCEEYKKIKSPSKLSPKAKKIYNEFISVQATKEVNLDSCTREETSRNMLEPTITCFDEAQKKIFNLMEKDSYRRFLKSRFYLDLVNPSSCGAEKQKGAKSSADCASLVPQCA
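MLSMR compounds (23 nl, pin-transferred) preincubated 10 min at room temperature with a 500nM (2x) first reagent, then RGS4 at 900nM (2x) plus Transcreener GDP mix added; fluorescence polarization (620/688 nm) read before and after 90 min at 30 °C.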
* marks the source's active call; other numbers are inactive results; [ ] = remark or other dose. Calls follow the shape of the dose curve; as a rule, active = well fitted curve in the direction sought with a large enough effect; inconclusive = small, poorly fitted or top-dose-only effect, or another doubt; inactive = no such curve, though single readings can be large; an effect the other way counts as inactive or inconclusive. Potency is read from the fitted curve at half-maximal effect. Not all compounds are listed; rates above refer to the full screens.

Screening CCCc1[nH]nc2c1C(C1CC=CCC1)C(C#N)=C(N)O2 (stereo not given) returned TrxR1 inh -15.4%, Vif-APOBEC3G blk inconclusive, TrxR1 substrate -7.2%, IDH1 R132H inh inconclusive, ALOX12 inh inconclusive, RXFP1 agonist 4.6%, USP1 inh -7.5%, Vif-A3F inh -7.6% and RGS4 inhibitor 0.2%.
O=C(CC1C(=O)NCCN1Cc1ccc(-c2ccccc2)cc1)NCc1ccccc1 (stereo not given) was read as TrxR1 inh -2.6%[57.1 µM], Vif-APOBEC3G blk 0.7%, TrxR1 substrate 9.2%[57.1 µM], IDH1 R132H inh 2.8%, ALOX12 inh 7.0%, RXFP1 agonist 1.0%, USP1 inh -13.5%, Vif-A3F inh -5.7% and RGS4 inhibitor -30.2%.
O=S(=O)(NCCN1CCCC1)c1ccc(C(F)(F)F)cc1 was read as TrxR1 inh 9.0%, Vif-APOBEC3G blk 0.4%, TrxR1 substrate -4.7%, IDH1 R132H inh 3.1%, RXFP1 agonist 1.2%, USP1 inh -11.1%, Vif-A3F inh -9.6% and RGS4 inhibitor 1.0%.
`CS(=O)(=O)c1ccc(Cl)c(NC(=O)COC(=O)Cc2c[nH]c3ccccc23)c1` gave TrxR1 inh 11.0%[57.1 µM], Vif-APOBEC3G blk -1.5%, TrxR1 substrate 4.9%[57.1 µM], IDH1 R132H inh -5.3%, ALOX12 inh -21.6%, RXFP1 agonist 0.3%, USP1 inh -23.6%, Vif-A3F inh 4.1% and RGS4 inhibitor 1.3%.
For CC(C)(Oc1ccc(Cl)cc1)C(=O)OCn1nnc2ccccc2c1=O the results were TrxR1 inh 5.1%[57.1 µM], Vif-APOBEC3G blk -1.4%, TrxR1 substrate 1.4%[57.1 µM], IDH1 R132H inh 4.8%, ALOX12 inh -4.5%, RXFP1 agonist -2.8%, USP1 inh -23.3%, Vif-A3F inh -10.9% and RGS4 inhibitor -23.4%.
Screening COc1ccc(OC)c(-c2nc(C(=O)NC3CCN(Cc4ccccc4)CC3)cc3c2[nH]c2ccccc23)c1 returned TrxR1 inh 22.5%, Vif-APOBEC3G blk 1.0%, TrxR1 substrate 11.6%, IDH1 R132H inh -1.6%, ALOX12 inh -21.9%, RXFP1 agonist 1.6%, USP1 inh -29.3%, Vif-A3F inh 0.8% and RGS4 inhibitor -20.6%.
Cc1cccc(-c2nc(SCC(=O)NCC3CCCO3)c3c(=O)n(C)c(=O)n(C)c3n2)c1 (stereo not given) was read as TrxR1 inh 18.7%[57.1 µM], Vif-APOBEC3G blk -4.2%, TrxR1 substrate 4.0%[57.1 µM], IDH1 R132H inh 19.4%, ALOX12 inh -14.6%, RXFP1 agonist 5.0%, USP1 inh -21.4%, Vif-A3F inh 4.9% and RGS4 inhibitor -4.5%.
For COc1ccc(-n2ncc3c2CC(C)(C)CC3NC(=O)c2ccc(OC)o2)cc1 (stereo not given) the results were TrxR1 inh 2.7%, Vif-APOBEC3G blk -12.1%, TrxR1 substrate 0.8%, IDH1 R132H inh -4.2%, ALOX12 inh 26.9%, RXFP1 agonist -1.7%, USP1 inh -25.0%, Vif-A3F inh 1.8% and RGS4 inhibitor -8.5%.
O=C(NCCCNC(=O)c1cnccn1)c1ccc(Br)cc1 was read as TrxR1 inh -2.7%, Vif-APOBEC3G blk 4.5%, TrxR1 substrate -6.6%, IDH1 R132H inh 0.0%, ALOX12 inh -2.3%, RXFP1 agonist -0.3%, USP1 inh -4.6%, Vif-A3F inh -5.3% and RGS4 inhibitor -0.9%.
COC(=O)c1ccc(OC(=O)C2CC(=O)N(c3ccc(C)cc3C)C2)cc1 (stereo not given) was read as TrxR1 inh -20.5%, Vif-APOBEC3G blk 0.6%, TrxR1 substrate 9.2%, IDH1 R132H inh 3.9%, ALOX12 inh -14.7%, RXFP1 agonist 1.0%, USP1 inh 0.8%, Vif-A3F inh 0.9% and RGS4 inhibitor 4.2%.
`COCOCCn1cc(CN2CCS(=O)(=O)N(Cc3ccc(-c4ccc(F)cc4)cc3)C(C(C)C)C2=O)nn1` (stereo not given) gave Vif-APOBEC3G blk 0.9%, IDH1 R132H inh 0.7%, ALOX12 inh inconclusive, USP1 inh -15.4% and Vif-A3F inh -3.4%.
For COc1ccc2nc(Nc3nc(-c4ccncc4)cs3)sc2c1 the results were TrxR1 inh 11.2%, Vif-APOBEC3G blk -8.0%, TrxR1 substrate -0.4%, IDH1 R132H inh 12.6%, ALOX12 inh -11.4%, RXFP1 agonist 0.9%, USP1 inh -20.6%, Vif-A3F inh -10.1% and RGS4 inhibitor -24.5%.
For CCOC(=O)c1cnn(-c2nc(-c3ccccc3F)cs2)c1C(F)(F)F the results were TrxR1 inh 33.5%[57.1 µM], Vif-APOBEC3G blk -19.3%, TrxR1 substrate 12.4%[57.1 µM], IDH1 R132H inh 6.7%, ALOX12 inh 1.1%, RXFP1 agonist 3.2%, USP1 inh -12.7%, Vif-A3F inh -0.5% and RGS4 inhibitor -9.0%.
CC(C)(C)C1CCNC(=O)CC1 (stereo not given) was read as Vif-APOBEC3G blk -1.5%, IDH1 R132H inh 6.0%, ALOX12 inh 12.5%, USP1 inh -20.3% and Vif-A3F inh -2.9%.
Screening O=C(NCc1ccccc1Cl)c1cc(=O)[nH]c2ccc(S(=O)(=O)N3CCCCC3)cc12 returned TrxR1 inh 22.1%, Vif-APOBEC3G blk 1.0%, TrxR1 substrate 2.9%, IDH1 R132H inh -1.7%, ALOX12 inh -27.9%, RXFP1 agonist 1.2%, USP1 inh -26.5%, Vif-A3F inh 0.4% and RGS4 inhibitor -17.1%.
Screening O=C(C1=C[C@@H](c2ccc(C(F)(F)F)cc2)C[C@@H](OCc2ccc(CO)cc2)O1)N1CCOCC1 returned TrxR1 inh 2.0%[57.1 µM], Vif-APOBEC3G blk -2.8%, TrxR1 substrate 6.0%[57.1 µM], IDH1 R132H inh -2.6%, ALOX12 inh 0.9%, RXFP1 agonist -0.2%, USP1 inh -20.3%, Vif-A3F inh 8.0% and RGS4 inhibitor -1.2%.
`Cc1csc(NC(=O)c2ccc(C)o2)n1` gave TrxR1 inh -19.3%, Vif-APOBEC3G blk -0.1%, TrxR1 substrate -9.8%, IDH1 R132H inh 3.5%, ALOX12 inh 9.1%, RXFP1 agonist 0.9%, USP1 inh -16.6%, Vif-A3F inh -9.3% and RGS4 inhibitor -37.8%.
Screening CC[C@]12c3[nH]c4ccc(Cl)cc4c3CCN1C(=O)[C@@H](CC(=O)NCCC1=CCCCC1)C[C@@H]2C(=O)N1CCN(C(=O)C2CC2)CC1 returned TrxR1 inh -8.0%, Vif-APOBEC3G blk -0.7%, TrxR1 substrate -8.5%, IDH1 R132H inh -7.4%, ALOX12 inh inconclusive, USP1 inh inconclusive, Vif-A3F inh 6.9% and RGS4 inhibitor -21.3%.
For CCS(=O)(=O)NCCCc1ccccc1 the results were TrxR1 inh -3.7%[57.1 µM], Vif-APOBEC3G blk 0.4%, TrxR1 substrate 10.8%[57.1 µM], IDH1 R132H inh 0.2%, ALOX12 inh 0.0%, RXFP1 agonist 0.6%, USP1 inh -13.1%, Vif-A3F inh -3.3% and RGS4 inhibitor -5.4%.
Screening Cc1oc(-c2cccs2)nc1CN1CCN(CCC(C)C)C(CCO)C1 (stereo not given) returned TrxR1 inh 10.9%[57.1 µM], Vif-APOBEC3G blk -1.6%, TrxR1 substrate 29.7%, IDH1 R132H inh 7.1%, ALOX12 inh -3.3%, RXFP1 agonist -1.5%, USP1 inh -21.7%, Vif-A3F inh -6.7% and RGS4 inhibitor -5.4%.
Screening COc1ccc(N=C2O/C(=C/c3sc(=S)n(CC4CCCO4)c3O)N=C2C#N)cc1 (stereo not given) returned TrxR1 inh -0.4%, Vif-APOBEC3G blk -12.5%, TrxR1 substrate 5.2%, IDH1 R132H inh 5.4%, ALOX12 inh 456.2%[activator], RXFP1 agonist -0.6%, USP1 inh -13.9%, Vif-A3F inh -0.6% and RGS4 inhibitor -18.8%.
CN1CCc2c(sc3nc(SCC(=O)N4CCCCC4)n(-c4ccccc4)c(=O)c23)C1 was read as TrxR1 inh inconclusive, Vif-APOBEC3G blk -5.3%, TrxR1 substrate 24.3%, IDH1 R132H inh 13.6%, ALOX12 inh 90.7%[activator], RXFP1 agonist 7.5%, USP1 inh -17.2%, Vif-A3F inh -28.2% and RGS4 inhibitor -51.2%.
